# OX1R antag: blocks the human orexin 1 receptor. inhibition, % at 6.6 µM. actives 1.8% (n = 330,000). O43613. OX1R-expressing cells, FRET antagonist read-out; in the data active = inhibition mostly above about 38%, no sharp cut-off; inactive = mostly below about 40%;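 also: 0% = agonist challenge alone and 100% = reference antagonist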
# KCNQ2 block: KCNQ2 potassium channel inhibitors, primary screen, cell-based, CHO-K1, FluxOR thallium flux, B-score (AID 2156); O88943; 20 min; active compounds read low; B-score at 10 µM; actives 1.1% (n = 310,000);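 active = fluorescence ratio B-score at most minus 3 library SDs, with starting brightness B-score within 2 library SDs, cut at about -5.5 in these data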
# Target sequence (O88943 whole entry, looked up): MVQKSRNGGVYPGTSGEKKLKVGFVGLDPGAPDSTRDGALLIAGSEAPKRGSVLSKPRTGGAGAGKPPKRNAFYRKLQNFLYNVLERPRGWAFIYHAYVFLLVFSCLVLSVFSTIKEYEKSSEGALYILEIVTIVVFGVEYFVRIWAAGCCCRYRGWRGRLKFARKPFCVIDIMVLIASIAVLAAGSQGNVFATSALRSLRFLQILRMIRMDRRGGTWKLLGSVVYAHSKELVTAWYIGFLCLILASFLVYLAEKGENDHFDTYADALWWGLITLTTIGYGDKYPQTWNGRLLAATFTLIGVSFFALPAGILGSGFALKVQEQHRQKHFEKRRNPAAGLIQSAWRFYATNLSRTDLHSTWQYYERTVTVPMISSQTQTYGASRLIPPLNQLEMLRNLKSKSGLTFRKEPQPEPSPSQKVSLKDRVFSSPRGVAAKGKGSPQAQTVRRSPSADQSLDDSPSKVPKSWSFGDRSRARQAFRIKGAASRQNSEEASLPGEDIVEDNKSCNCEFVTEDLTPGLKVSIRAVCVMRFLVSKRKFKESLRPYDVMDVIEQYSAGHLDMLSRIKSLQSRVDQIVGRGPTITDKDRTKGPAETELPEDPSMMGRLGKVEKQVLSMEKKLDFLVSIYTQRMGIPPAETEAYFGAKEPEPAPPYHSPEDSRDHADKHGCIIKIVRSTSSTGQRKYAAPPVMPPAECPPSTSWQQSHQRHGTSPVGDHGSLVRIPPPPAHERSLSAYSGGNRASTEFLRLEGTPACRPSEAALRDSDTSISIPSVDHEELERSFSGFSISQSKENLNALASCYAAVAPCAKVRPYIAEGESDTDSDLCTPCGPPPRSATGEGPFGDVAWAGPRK
# STK33 inh: human STK33 kinase inhibition; Q9BYT3; purified STK33, MBP phosphorylation, ADP-Glo luminescence; inhibition, % at 10 µM; actives 0.073% (n = 320,000); AID 2661;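 active = inhibition at or above 25%, using the most active replicate where run in duplicate; inactive = inhibition below 25%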
# An asterisk follows results filed as active; i = inactive; / = no result given.
OX1R antag | KCNQ2 block | STK33 inh | Structure
-2.2 | i | -6.9 | CSc1ccc(NC(=O)NCCCN2CCN(c3ccccc3F)CC2)cc1
29.1 | i | -1.0 | CC(=O)c1c(NC(=O)C(C)C)nc(C)nc1-c1ccccc1
17.6 | / | -0.9 | C=CCC[C@H](Cc1ccc(F)cc1)C(=O)OC[C@H](C)NC(=O)[C@H](CC=C)CC(=O)N(CCO)Cc1ccccc1
13.2 | i | 0.8 | Cn1c(SCC(=O)Nc2cccc(F)c2)nnc1-c1cc2ccccc2o1
3.0 | / | -0.5 | CC(C)(C)OC(=O)C[C@@H]1C/C=C\C[C@@H](CC(=O)NCCO)C(=O)NCCOC1=O
32.1 | i | -0.8 | Cc1ccc(OCc2nc(-c3ccccn3)no2)cc1
8.4 | i | 0.7 | COc1ccc(OC)c(S(=O)(=O)NCCC(C)C)c1
0.6 | i | -0.8 | COc1cc(CNCc2ccccc2)c(Br)cc1OC1CCCC1
46.8* | / | 0.1 | Cc1ccc(C)c(S(=O)(=O)N2CCN(c3nc(-c4cccnc4)nc4ccccc34)CC2)c1
14.4 | i | -2.2 | COC(=O)C(C)NC(=S)N1CCN(c2c(F)cc3c(=O)c(C(=O)O)cn(C4CC4)c3c2OC)CC1C (stereo not given)
63.9 | i | 0.0 | Cc1ccc(NC(=O)[C@@H]2CCCN2S(=O)(=O)c2ccccc2F)cc1S(=O)(=O)N1CCOCC1
8.7 | i | -1.4 | Cc1cc(Br)ccc1SCC(=O)OCC(=O)NC(C)c1ccccc1 (stereo not given)
9.0 | i | -1.4 | COc1ccc(-c2nnc3sc(COc4ccccc4)nn23)cc1
1.8 | i | -0.1 | CN1CCN(CC(=O)Nc2nc3c(s2)CCCC3)CC1
/ | i | 2.2 | C/C(=N/NS(=O)(=O)c1cccc([N+](=O)[O-])c1)c1ccc2c(c1)OCO2
0.2 | i | -1.0 | Cc1cccc(NC(=O)C(CCC(N)=O)NC(=O)OCc2ccccc2)c1 (stereo not given)
-1.8 | i | 0.3 | CN=Cc1sc2ccccc2c1O
1.4 | / | -3.2 | COC(=O)[C@]1(C)CCC[C@@]2(C)C3CC[C@]4(OC(C)=O)C[C@@]3(CCC21)CC4=NO (stereo not given in full)
37.6 | i | 2.2 | CCOC(=O)c1ccc2nc(C(F)(F)F)[nH]c(=O)c2c1
25.2 | i | -1.8 | COc1ccc(C(CC(=O)Nc2cc([N+](=O)[O-])ccc2OC)c2ccccc2)cc1 (stereo not given)
13.5 | i | 1.5 | CN1CC[C@@]2([C@@]34CCN(C)C3Nc3ccccc34)c3ccccc3NC12 (stereo not given in full)
19.0 | i | 0.4 | CSc1snnc1-c1ccccc1
0.0 | i | 0.4 | CC1CCC/C(=C\Nc2ccccc2C(=O)O)C1=O (stereo not given)
12.2 | i | 0.1 | CC(C)(C)NC(=O)C(c1ccc(OCC(N)=O)cc1)N(C(=O)c1cccnc1)C1CC1 (stereo not given)
5.6 | i | -1.0 | Cc1cccc(NC(=O)c2cc[n+]([O-])cc2)c1C

OX1R antag | KCNQ2 block | STK33 inh | Structure
8.0 | i | -1.1 | C/C(=N/OCC(=O)Nc1ccc(C)cc1C)c1cccs1
14.2 | / | 0.3 | Cn1c(N)c(C(=O)COC(=O)/C=C/c2ccccc2F)c(=O)n(C)c1=O
27.5 | i | -0.9 | COc1ccccc1OCc1ccc(C(=O)OCC2CCCO2)o1 (stereo not given)
40.0 | i | 0.3 | Cc1ccc(CNC(=O)CN(CCc2ccccc2)S(C)(=O)=O)cc1
3.1 | i | 0.4 | Cc1cc(NC(=O)COC(=O)C2CC(=O)N(c3ccccc3)C2)no1 (stereo not given)
65.9* | i | -1.8 | CC(=O)Nc1ccc(N=c2cc([N+](=O)[O-])cc(Cl)n2O)cc1
9.9 | i | 1.4 | NC(=O)C1CCN(c2ccc(C(F)(F)F)cc2[N+](=O)[O-])CC1
21.8 | i | -1.9 | CCOC(=O)c1c(NC(=O)C(C)S(=O)(=O)c2cn(CC)c3ccccc23)sc2c1CCCC2 (stereo not given)
13.0 | i | -4.6 | COc1ccccc1NC(=S)NCc1ccc2c(c1)cc(C)n2C
12.5 | i | -1.9 | CCOC(=O)c1cnc2c(cnn2C)c1Oc1ccc(OC)cc1
/ | i | 0.7 | COCC1CCN(C(=O)C2CCC(=O)N(C3CCCCCC3)C2)CC1 (stereo not given)
-4.6 | i | -1.3 | CCOC(=O)C1CCCN(S(=O)(=O)c2c(C)noc2C)C1 (stereo not given)
-0.1 | i | 1.4 | CCOc1ccc(S(=O)(=O)N2CCC(C(=O)N3CCN(Cc4ccccc4)CC3)CC2)cc1
143.8* | i | 0.7 | CN1C2=CC=CC=CC2=[N+](C)C12C=CC(=[N+]([O-])[O-])C=C2[N+](=O)[O-] (stereo not given)
4.0 | i | 1.9 | N#CC1=C(S)N(c2ccc(F)cc2)C(c2ccco2)NC1=O (stereo not given)
-3.7 | i | -0.3 | COCC(=O)N/N=C\c1ccccc1OC/C=C/c1ccccc1
9.4 | i | -1.0 | Cn1cccc1C(=O)NC(=O)CSc1cccc[n+]1[O-]
1.7 | / | -1.0 | COc1ccc(-c2c(C#Cc3ccsc3)c3cc(-c4ccc5c(c4)OCO5)ccc3n2C)cc1
-2.4 | i | -1.2 | CC1CCCN(C(=O)c2ccc3nc[nH]c3c2)C1 (stereo not given)
2.1 | i | -6.0 | O=C(COc1coc(CN2CCc3ccccc3C2)cc1=O)N1CCOCC1
3.9 | i | -2.3 | COc1cc(C)ccc1OCCOc1cc(C)ccc1Cl
12.8 | i | -0.4 | CCn1nnnc1SCC(=O)Nc1ccc(N(C)C)cc1
7.1 | / | -0.1 | O=C1CC(c2ccccc2)CC2=C1CN(C1CCCCC1)CN2 (stereo not given)
7.3 | i | -1.2 | CCN(CC)CCN(C(=O)CN1C(=O)CCC1=O)c1nc2cc3c(cc2s1)OCO3
-2.9 | / | -0.9 | COc1cc(C(=O)NNC(=O)Cc2cccs2)cc(OC)c1OC

# Another view of some results above.
Molecule,OX1R antag,KCNQ2 block,STK33 inh
NC(=O)C1CCN(c2ccc(C(F)(F)F)cc2[N+](=O)[O-])CC1,9.9,i,1.4
CCOC(=O)c1c(NC(=O)C(C)S(=O)(=O)c2cn(CC)c3ccccc23)sc2c1CCCC2 (stereo not given),21.8,i,-1.9

# Other results:
OX1R antag | KCNQ2 block | STK33 inh | Structure
14.2 | i | -0.2 | CC(=O)Oc1cccc(NC(=O)c2ccc3c(c2)C(=O)N(CC(C)C)C3=O)c1
8.2 | i | -1.3 | O=C(CN1CCN(S(=O)(=O)c2ccccc2)CC1)Nc1ccc(Cl)c(Cl)c1
8.5 | i | -1.5 | O=C(Nc1nc2ccccc2[nH]1)c1ccc([N+](=O)[O-])cc1
8.0 | / | -1.5 | COc1ccccc1OCCNC(=O)CNC(=O)c1ccc(C(C)(C)C)cc1
10.2 | i | -1.8 | O=C(O)C1CCCCC1C(=O)NCc1ccc(Cl)c(Cl)c1 (stereo not given)
25.0 | i | 0.8 | COc1cccc(CC(=O)OCC(=O)NC2CCCCCC2)c1
27.3 | i | 0.2 | Cn1c(N2CCCC2)nc2c1c(=O)n(Cc1ccc(Cl)cc1)c(=O)n2C
33.4 | i | -1.5 | O=C(NCc1ccco1)c1ccc2c(c1)N(Cc1ccccc1)CCS2
35.5 | i | 0.1 | Cc1nn(C)c(Cl)c1CN1CCCC(C(=O)Nc2ccc(-c3cscn3)cc2)C1 (stereo not given)
7.3 | / | 0.8 | COc1cccc(NC(=O)CN(C)C(=O)CCCc2nc3ccccc3c(=O)[nH]2)c1
1.1 | i | -0.1 | COc1ccc(C(OCC(O)CNC(C)c2ccccc2)c2ccc(OC)cc2)cc1 (stereo not given)
14.2 | i | 0.5 | O=C(CN1CCCC1)NC1C2CC3CC(C2)CC1C3 (stereo not given)
3.3 | i | -0.3 | COc1ccc(NC(=O)c2sc3nc(N4CCOCC4)c4c(c3c2N)CC(C(C)C)OC4)c(OC)c1 (stereo not given)
3.1 | i | -1.0 | CC(C)Cc1[nH]c(=O)c(C#N)c2c1CCCC2
22.9 | i | -0.6 | C=CCNc1nc(N)c([N+](=O)[O-])c(Nc2cccc(Cl)c2)n1
0.2 | / | -0.6 | COc1ccc2cc(CO)n(C)c2c1
2.8 | i | -1.0 | COc1ccc(CN2CCNC(=O)C2CC(=O)N2CCCO2)c(OC)c1 (stereo not given)
11.9 | i | -1.4 | COc1ccc(CNC(=O)C(c2ccc(O)cc2)N(Cc2ccco2)C(=O)c2snc(C(N)=O)c2N)cc1 (stereo not given)
/ | i | -0.5 | Cc1cc(C)nc(SCC(=O)N/N=C/c2ccc3c(c2)OCO3)n1
12.3 | i | -0.7 | O=C(Cn1c(C(=O)N2CCN(C3CCCC3)CC2)cc2sccc21)c1ccccc1
4.1 | i | -1.0 | CN1CCN(CCC(=O)N/N=C/c2ccccc2F)CC1
12.0 | i | -2.0 | Cc1ccc(NC(=O)CN(C)CC(=O)Nc2ccc(N3CCOCC3)cc2)cc1F
1.9 | i | -0.8 | CCC(C#CCN1CCCCC1)(CC)OCCC#N
17.2 | i | -1.3 | COc1ccc(Cc2nnc(NC(=O)C3CC(=O)N(c4ccccc4C)C3)s2)cc1OC (stereo not given)
/ | i | -0.1 | C[C@H](NC(=O)c1cc2cc(Cl)ccc2n1C)C(=O)N1CCC(C(=O)O)CC1

# 2 of these compounds in another layout.
O=C(NCc1ccco1)c1ccc2c(c1)N(Cc1ccccc1)CCS2
- OX1R antag: 33.4
- KCNQ2 block: i
- STK33 inh: -1.5
Cc1nn(C)c(Cl)c1CN1CCCC(C(=O)Nc2ccc(-c3cscn3)cc2)C1 (stereo not given)
- OX1R antag: 35.5
- KCNQ2 block: i
- STK33 inh: 0.1

# (continued)
OX1R antag | KCNQ2 block | STK33 inh | Structure
17.8 | i | -2.0 | Cc1ccc(OCCn2cncn2)c([N+](=O)[O-])c1
8.6 | i | -1.5 | Cc1nnc(SCC(=O)Nc2nc(-c3ccccc3)cs2)n1N
21.6 | i | -0.1 | COc1ccc(NC(=O)C(c2cc3c(cc2[N+](=O)[O-])OCO3)N(C)c2ccccc2)cc1 (stereo not given)
29.3 | i | / | Cc1cc(/C=C2\SC(=Nc3ccc(N4CCOCC4)cc3)N(C)C2=O)c(C)n1-c1cccnc1
9.8 | i | -0.9 | COC(=O)c1cccc(NC(=O)C2C3CCC(C3)C2C(=O)O)c1 (stereo not given)
17.5 | i | -0.2 | Cc1nn(C(C)(C)C)c(NC(=O)c2ccc(Cl)cc2)c1Br
9.8 | i | -1.5 | O=C(CSc1ccc(Cl)cc1)Nc1ccc(-c2nc3ccccc3[nH]2)cc1
11.5 | i | -0.9 | C=CCNc1ncnc2c1cnn2-c1ccc(Cl)cc1
21.8 | i | -1.8 | Cc1cnc(C(=O)Nc2ccc(F)c(F)c2)cn1
3.9 | i | -2.4 | CC1CC(C)(C)NC(C)c2ccccc21 (stereo not given)
1.6 | i | 0.8 | COC(=O)C1(C)NC(c2ccc(F)cc2)C2C(=O)N(c3ccccc3)C(=O)C21 (stereo not given)
0.2 | i | 0.6 | CC(=O)c1ccccc1OCC(O)CNC1CCCC1 (stereo not given)
25.6 | i | -1.1 | CN1CCN(C(=O)/C(=C/c2cccc([N+](=O)[O-])c2)NC(=O)c2ccccc2)CC1
22.0 | i | 6.9 | O=C(Oc1ccc2c(c1)O/C(=C\c1ccncc1)C2=O)c1cccs1
15.2 | i | -0.4 | Cn1nccc1C(=O)Nc1ccc(OC(=O)c2ccnn2C)cc1
3.4 | i | -0.5 | Cc1cccc(N2CCN(C(=O)CCn3c(=S)[nH]c4cc5c(cc4c3=O)OCO5)CC2C)c1 (stereo not given)
8.1 | i | 1.8 | Cn1cccc1/C=N/N1CCN(Cc2ccccc2Cl)CC1
2.3 | i | -1.9 | O=C(CCNC(=O)c1ccc(Br)cc1)Nc1ccccc1N1CCOCC1
77.6* | i | 1.8 | O=C(CCNC(=O)c1ccc([N+](=O)[O-])cc1)N/N=C/c1ccc(F)cc1
28.5 | i | -2.4 | CCc1ccc(NCc2cc3c(C)nn(-c4ccccc4)c3[nH]c2=O)cc1
7.0 | i | -1.6 | COc1ccc(CNS(=O)(=O)c2c(C(=O)N3CCCCC3)c(C)n(C)c2C)cc1
15.9 | i | 0.4 | CCN1CCN(CC(=O)N2N=C(c3cccs3)CC2c2ccc(F)cc2)C(=O)C1=O (stereo not given)
18.2 | / | 5.1 | COc1ccccc1NC(=O)COC(=O)c1cc(C)oc1C
16.6 | i | -0.2 | CCOC(=O)C1=C(c2ccccc2)OC(N)=C(C#N)C1C1CCCCC1 (stereo not given)
9.9 | i | 0.6 | CN(C)c1cccc(C(=O)OCC(=O)N(Cc2ccccc2)C2CCS(=O)(=O)C2)c1 (stereo not given)

# 4 of these compounds in a different format.
# Screens in order – OX1R antag, KCNQ2 block, STK33 inh
> O=C(Oc1ccc2c(c1)O/C(=C\c1ccncc1)C2=O)c1cccs1
 : 22.0, i, 6.9
> Cn1nccc1C(=O)Nc1ccc(OC(=O)c2ccnn2C)cc1
 : 15.2, i, -0.4
> Cc1cccc(N2CCN(C(=O)CCn3c(=S)[nH]c4cc5c(cc4c3=O)OCO5)CC2C)c1 (stereo not given)
 : 3.4, i, -0.5
> Cn1cccc1/C=N/N1CCN(Cc2ccccc2Cl)CC1
 : 8.1, i, 1.8

# (continued)
OX1R antag | KCNQ2 block | STK33 inh | Structure
4.3 | i | -1.4 | CCC(NC(=O)c1cc(COc2cncc(Cl)c2)on1)c1ccc(C)cc1 (stereo not given)
8.9 | i | -0.5 | CCCN(CC(=O)Nc1ccc(C)cc1Br)CC(=O)Nc1ccc(F)c(F)c1F
11.5 | i | -2.2 | CCOC(=O)C1(Cc2ccccc2)CCN(Cc2cnn(-c3ccccc3)c2)CC1
27.8 | i | -0.6 | CC(=O)Nc1ccc(C(=O)NN2C(=O)c3ccccc3C2=O)cc1
27.7 | i | -2.6 | Cn1c(=O)n(C)c2cc(NC(=O)c3cccc([N+](=O)[O-])c3)c(Br)cc21
18.4 | i | 1.6 | COCCn1c(=O)[nH]c2cc(C(=O)NCCN3CCN(c4cccc(Cl)c4)CC3)ccc2c1=O
2.6 | i | 0.3 | Brc1cccc(C2Nc3cccc4cccc(c34)N2)c1
